# FBW7 act: human FBW7 E3 ligase activation, primary screen | actives 0.13% (n = 650,000) | normalized activity (activation), % at 26.1 µM | AlphaScreen FBW7–phospho-cyclin E peptide binding, activator screen | Q969H0 | AID 1259310; in the data active = normalized activity above about 1.9%;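 note: purified mutant Fbw7 with reduced substrate affinity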
# Target sequence (Q969H0 whole entry, looked up): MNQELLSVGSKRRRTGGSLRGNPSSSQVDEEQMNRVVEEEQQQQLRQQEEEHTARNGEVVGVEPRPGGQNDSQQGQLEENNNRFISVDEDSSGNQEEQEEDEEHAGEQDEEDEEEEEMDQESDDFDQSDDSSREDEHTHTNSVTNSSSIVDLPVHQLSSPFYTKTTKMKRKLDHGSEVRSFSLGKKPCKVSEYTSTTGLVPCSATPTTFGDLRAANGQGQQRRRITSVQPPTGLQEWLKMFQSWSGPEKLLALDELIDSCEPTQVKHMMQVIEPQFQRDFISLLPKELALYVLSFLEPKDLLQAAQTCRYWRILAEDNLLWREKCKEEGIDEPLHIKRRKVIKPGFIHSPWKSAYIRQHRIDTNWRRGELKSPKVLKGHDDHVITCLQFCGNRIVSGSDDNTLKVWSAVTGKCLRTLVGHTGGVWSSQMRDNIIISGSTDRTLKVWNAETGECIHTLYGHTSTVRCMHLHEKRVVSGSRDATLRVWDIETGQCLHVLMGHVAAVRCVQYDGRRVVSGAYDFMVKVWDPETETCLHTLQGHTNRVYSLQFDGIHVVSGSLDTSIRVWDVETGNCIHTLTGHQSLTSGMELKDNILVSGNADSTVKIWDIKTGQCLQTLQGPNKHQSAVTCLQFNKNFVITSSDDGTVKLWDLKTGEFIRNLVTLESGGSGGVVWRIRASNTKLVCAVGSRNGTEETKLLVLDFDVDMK
# MITF primary: human MITF inhibition, primary screen; inhibition, % at 2.6 µM; O75030; AlphaScreen MITF homodimerization, bead proximity signal; actives 0.91% (n = 650,000); in the data active = inhibition above about 50%;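 note: 0% = vehicle wells with protein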
# GPR151 activ: activates the human receptor GPR151. PathHunter beta-arrestin GPR151 cells, luminescence. activation, % at 11.2 µM. actives 1% (n = 650,000). AID 1508602; in the data active = activation above about 4.9%;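 note: 0% = median of compound wells and 100% = cells with positive control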
# Target sequence (Q8TDV0 whole entry, looked up): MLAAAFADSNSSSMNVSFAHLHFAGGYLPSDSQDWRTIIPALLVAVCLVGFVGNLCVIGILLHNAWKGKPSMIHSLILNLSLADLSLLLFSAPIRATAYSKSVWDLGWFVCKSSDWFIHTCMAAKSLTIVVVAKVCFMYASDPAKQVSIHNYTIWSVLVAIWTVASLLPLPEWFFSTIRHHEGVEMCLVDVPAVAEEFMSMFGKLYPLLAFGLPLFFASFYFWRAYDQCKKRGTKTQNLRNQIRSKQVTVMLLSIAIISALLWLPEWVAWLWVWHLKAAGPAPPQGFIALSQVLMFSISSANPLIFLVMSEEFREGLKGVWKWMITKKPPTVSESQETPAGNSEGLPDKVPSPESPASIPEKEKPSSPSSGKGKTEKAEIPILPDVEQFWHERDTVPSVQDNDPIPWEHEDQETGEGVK
# TEAD-YAP block: TEAD-YAP interaction inhibition; inhibition, % at 9.12 µM; actives 1.4% (n = 640,000); HEK-TIYL cells, TEAD-Gal4/YAP UAS-luciferase luminescence; in the data active = inhibition above about 32%;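 note: 0% = median of test compound wells and 100% = reference inhibitor wells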
# * marks the source's active call; other numbers are inactive results.
SMILES,FBW7 act,MITF primary,GPR151 activ,TEAD-YAP block
O=C(/C=C/c1ccccc1Cl)Nn1cnnc1,0.0,0.8,-0.5,8.3
Cc1ccccc1NC(=O)c1cccc(-n2cnnn2)c1,0.8,11.6,0.5,6.4
Cc1ccc(S(=O)(=O)N2CCCC2C(=O)N2CCCCC2)cc1 (stereo unspecified),-0.1,0.5,0.4,-16.3
CCOC(=O)Cn1c(C(=O)OCC)cc2sccc21,-0.2,-11.1,0.8,-4.2
COc1ccc(Cl)cc1NC(=O)Cc1ccccc1,0.5,9.8,-1.2,6.5
COCCCNC(=O)CC(c1cc(OC)c(OC)c(OC)c1)N1Cc2ccccc2C1=O (stereo unspecified),0.1,-4.6,0.4,-0.6
Cc1nc2ccc(S(=O)(=O)NC(C(=O)NCc3ccco3)C(C)C)cc2s1 (stereo unspecified),0.3,-3.5,-0.2,-6.4
COc1ccccc1NC(=O)Cn1cnc2sc(C)c(-c3ccc(C)c(C)c3)c2c1=O,0.0,8.1,-1.1,1.7
CS(=O)(=O)c1ccc2c(c1)NC(=O)CN2C(=O)Cc1ccccc1Cl,0.0,-4.5,-0.4,3.4
CC(C)NC(=O)[C@@H]1C[C@@H](NCc2cccc(Cl)c2)CN1Cc1ccccc1,0.3,3.9,0.6,7.2
COC(=O)c1sc(S(=O)(=O)N2CCN(c3ccccc3)CC2)c(C(=O)OC)c1C,0.1,-1.0,0.8,0.8
Cc1ccc(OCC(O)CN2CCN(c3ccc(C(F)(F)F)cn3)CC2)cc1 (stereo unspecified),0.2,12.5,1.4,-4.4
CCCCC1CN(CC(=O)NCc2ccc(C)o2)Cc2ccccc2O1 (stereo unspecified),-0.2,1.8,1.8,1.4
Cc1ccc(S(=O)(=O)Nc2cc(C)c(O)c(Br)c2)cc1,-0.1,9.2,1.3,8.5
COc1cc(/C=C2\N=C(c3cccc(Cl)c3)OC2=O)ccc1OC(C)=O,0.3,13.5,-1.0,-5.4
CCOC(=O)COc1cccc2c(=O)n(CC(=O)Nc3cc(C)ccc3C)ccc12,0.2,-0.9,-0.3,0.9
COC(=O)c1cc(OC(=O)c2ccc3[nH]c(C)c(C)c3c2)cc(C(=O)OC)c1,0.1,-10.5,-0.8,4.3
COc1cccc2cc(-c3nnc(SCC(=O)Nc4nc(C)cs4)n3C)oc12,0.0,18.5,-0.3,0.9
CN(c1ccccc1C(=O)Nc1ccccc1Sc1ccccc1)S(C)(=O)=O,0.1,9.7,0.2,-8.2
O=C(NCc1cccc(F)c1)C1CCN(C(=O)c2sccc2-n2cccc2)CC1,-0.1,2.4,-0.9,-9.7
CC(C)C(CO)Nc1nccn2c(-c3cccc(O)c3)cnc12 (stereo unspecified),-0.7,13.5,0.0,-3.5
O=C1C2C(C(=O)N1c1ccc(I)cc1)C1C=CC2C12CC2 (stereo unspecified),-0.1,13.8,2.0,-1.9
CCn1c(SCC(=O)Nc2ccc(F)c(F)c2F)nnc1-c1ccccc1O,-0.2,2.1,-0.2,23.9
CN1CCN(S(=O)(=O)c2ccc(NC(=O)C3CC=CCC3C(=O)O)cc2)CC1 (stereo unspecified),-0.1,-11.9,-0.3,12.0
O=C(CSc1nc2ccsc2c(=O)n1Cc1ccccc1F)NCc1ccco1,-0.1,-7.3,0.2,-18.2
COc1ccc2c(c1)C1(SC(NC(C)=O)=NN1C(C)=O)C(=O)N2CCc1ccccc1 (stereo unspecified),0.1,14.3,0.8,3.9
CCOC(CCn1c(SCc2cc(=O)n3ccccc3n2)nc2ccccc2c1=O)OCC,-0.3,-5.5,-1.4,-1.0
COc1ccc(C2=NN(C(=O)CSc3nnc(CNC(=O)c4cccs4)n3-c3cccc(C)c3C)C(c3ccc(C)cc3)C2)cc1 (stereo unspecified),0.1,3.5,0.0,6.2
CCn1c2ccccc2c2cc(CN3CCN(C(=O)c4cccc(OC)c4OC)CC3)ccc21,-0.2,18.5,0.7,-1.6
O=C(Nc1cccnc1)c1ccc(N2CCCCS2(=O)=O)cc1,0.4,7.1,0.1,-15.9
Cc1ccc(NC(=S)NCCCN(C)C)cc1,0.0,10.1,0.8,3.2
Cc1cc(C)n2nc(CC(=O)N3CCCCC3c3nc4ccccc4[nH]3)nc2n1 (stereo unspecified),0.1,7.7,-0.7,2.9
O=C1CC(NCc2cccnc2)C(=O)N1c1ccccc1 (stereo unspecified),0.0,-10.4,1.4,-6.4
COC(=O)CNC(=O)c1cnc(Nc2ccc(C)c(Cl)c2)c2ccccc12,-0.1,12.6,0.8,1.6
O=S1(=O)Nc2cc3nc4ccccc4nc3c3cccc1c23,0.2,15.0,1.8,12.7
COC(=O)CSC1=NC(=O)/C(=C/c2ccc(OC)cc2)S1,-0.1,-5.4,-3.3,-20.6
CC(=O)c1c(N2CCOCC2)nc2ccc(Cl)cc2c1-c1ccccc1,-0.4,0.0,-0.4,-7.4
Cc1nc(N2CCC(C)CC2)c2c(C)c(C(=O)N3CCOCC3)sc2n1,0.3,2.4,-0.8,2.6
O=C(CSc1nnc(-c2ccco2)o1)c1cc2ccccc2oc1=O,0.0,10.3,0.9,-7.1
COc1nc(Nc2ccc(I)cc2C)nc(NC2CCCCC2)n1,0.1,-11.9,2.9,-0.3
Cc1ccc(NC(=O)c2cc3n(n2)C(C(F)(F)F)CC(c2ccc4c(c2)OCO4)N3)cc1Cl (stereo unspecified),0.1,2.4,0.8,-14.1
COC(=O)c1cc(OC)c(OC)cc1NC(=O)c1cc(C)ccc1C,-0.1,-3.0,0.0,-0.7
COc1ccc(COCC(O)CN2CCC(CN3C(=O)c4cccc5cccc(c45)C3=O)CC2)cc1OC (stereo unspecified),0.5,14.7,0.0,13.6
CCCC(=O)Nc1c(C)ccc2nsnc12,0.1,3.3,0.3,-2.0
COC(=O)c1sc(-c2ccccc2)cc1NC(=O)c1ccc(C(=O)c2ccccc2)cc1,-0.1,-3.4,-1.8,0.4
Cc1cc(/C=C(\C#N)C(=O)NCc2ccco2)c(C)n1-c1cccc(Cl)c1,0.0,17.6,-0.1,-9.5
Cc1ccn2cc(-c3ccc(NC(=O)COc4ccccc4)cc3)nc2c1,0.1,-5.0,-1.2,-37.4
COc1ccc(-c2c(Nc3ccc(F)c(Cl)c3)c(=O)c2=O)cc1,0.6,72.4*,-1.9,-9.4
CCOC(=O)c1c(N2C(N)=C(C#N)C(c3ccc(OC)c(OC)c3)C3=C2CC(C)(C)CC3=O)sc2c1CCCC2 (stereo unspecified),-0.1,11.0,3.6,6.1
O=[N+]([O-])c1ccc(N/N=C/c2ccncc2)c([N+](=O)[O-])c1,-0.2,9.4,-1.2,-2.3
O=C(ONC1=NCCCCC1)c1ccc([N+](=O)[O-])o1,-0.1,-1.6,-1.9,27.1
COc1cc(OC)cc(C(=O)N2CCN(CCCc3ccccc3)CC2)c1,0.5,37.7,-0.7,-5.0
O=C1c2cccc3cccc(c23)C(=O)N1c1ccc(N2CCOCC2)cc1,0.2,-5.5,-0.5,5.3
COc1ccc(CCC(=O)NCCCN2CCOC(c3ccccc3)C2)cc1 (stereo unspecified),-0.3,1.2,-0.6,5.0
N#CCSc1nnc(NC2CCCCC2)s1,-0.2,-1.9,-0.8,-6.3
Cc1ccc(S(=O)(=O)CCC(=O)OCC(=O)c2ccccc2)cc1C,0.2,-7.3,1.6,5.4
Cc1cc(C)cc(OC(C)C(=O)Nc2ccc(S(=O)(=O)Nc3ncccn3)cc2)c1 (stereo unspecified),-0.2,-13.0,-0.1,3.6
CCOc1c(Br)cc(C(=O)N2CCC(C(N)=O)CC2)cc1OC,0.0,-3.4,1.8,8.5
CC(=O)c1c(C)[nH]c(C(=O)COC(=O)CNC(=O)c2sc3ccccc3c2Cl)c1C,-0.1,-4.2,-0.8,-2.7
O=C(CN1N=C(c2ccccc2)Cn2c(cc3ccccc32)C1=O)N1CCN2CCCC2C1 (stereo unspecified),0.0,-5.7,0.1,5.2
# (more compounds)
SMILES,FBW7 act,MITF primary,GPR151 activ,TEAD-YAP block
CCCC(=O)NC(=S)Nc1ccccc1F,0.1,5.8,-0.5,-15.1
Cc1ccc([N+](=O)[O-])cc1S(=O)(=O)NCCc1c(C)[nH]c2ccccc12,-0.3,-2.2,1.4,1.1
CC(C)CCNC(=O)c1cc([N+](=O)[O-])ccc1Cl,-0.1,5.9,-0.2,27.2
CC1(C)C(=O)Nc2ccccc2N1C(=O)COc1ccc(C(=O)c2ccc(F)cc2)cc1,0.1,9.4,4.2,21.5
CC1CN(C(=O)CCC(=O)NCc2ccccc2Cl)c2ccccc2S1 (stereo unspecified),0.3,9.6,-0.8,-4.9
CC1=CN2C(=N)/C(=C/c3cc(C)n(-c4ccccc4F)c3C)C(=O)N=C2S1,0.1,5.6,0.6,-20.6
CCCCCc1c(C)nc(SCC(=O)O)[nH]c1=O,0.0,-5.1,0.3,-4.3
NC(=O)c1ccc(-c2cncc(C(=O)NCCOc3ccccc3)c2)cc1,0.3,16.3,1.5,-6.6
C=Cn1cccc1-c1ccccc1,0.2,11.6,2.0,-5.5
Clc1cc(NC2CCN(Cc3ccccc3)CC2)ncn1,0.1,9.6,-1.9,6.6
CCOC(=O)C(C)Sc1nnc(CNC(=O)c2ccc(OC)cc2)n1CC (stereo unspecified),-0.1,20.4,3.3,2.4
Cn1c(=NC(=O)Cc2ccccc2)sc2cc(Cl)ccc21,-0.2,-2.0,-1.2,-4.7
O=C(O)C1C2C=CC(O2)C1C(=O)Nc1ccc(F)c([N+](=O)[O-])c1 (stereo unspecified),0.1,48.1,-0.5,1.3
CN(c1ccc(C(=O)NCCSCc2ccco2)cc1)S(=O)(=O)c1ccccc1,0.0,36.1,-2.0,-1.9
CCN1CC=C2C(C1)C(c1ccc(Cl)cc1)C(C#N)=C(N)C2(C#N)C#N (stereo unspecified),0.4,14.7,-1.3,2.3
COc1ccc(Br)c(C(=O)NCCc2ccc3c(c2)OCCO3)c1,-0.1,-1.9,-1.4,5.1
Cc1cccc(NC(=O)c2sc3ncn(CC(=O)N4CCC(C)CC4)c(=O)c3c2C)n1,-0.1,-1.7,0.5,-19.9
O=C(COc1ccc(Cl)cc1Cl)Nn1c(=S)[nH]c2ccccc2c1=O,-0.1,-9.1,-1.1,1.9
CCN(CC)S(=O)(=O)c1cc(C(=O)Nc2sc3c(c2C#N)CCCC3)ccc1Br,0.0,3.1,-0.2,1.8
N#CNC1=NCN(Cc2ccccc2)CN1,0.5,12.7,-0.2,-4.0
CC(=O)CC(C)C(=O)NCC1Cc2c(ccc3cc(-c4ccc(C(C)=O)s4)ccc23)O1 (stereo unspecified),0.3,4.5,-0.5,-32.5
COc1ccc(C(=O)Nc2c3c(nn2-c2ccc(F)cc2)CS(=O)C3)c(OC)c1 (stereo unspecified),0.2,-15.8,1.1,1.0
CCOC(=O)C1=C(C)N=c2s/c(=C\c3cc(Br)c(O)c(OC)c3)c(=O)n2C1c1ccc(Cl)cc1 (stereo unspecified),0.0,14.2,0.3,3.1
COc1ccccc1Cn1c(=S)[nH]c2cc(C(=O)NCc3ccc(F)cc3)ccc2c1=O,0.0,1.0,-1.1,2.8
Cc1cc(-c2csc(Nc3ccc(Cl)cc3)n2)ccc1F,0.0,5.3,1.2,-9.0
O=[N+]([O-])c1cc(Cl)ccc1N1CCN(S(=O)(=O)c2ccccc2)CC1,0.0,22.9,0.7,0.0
O=C(O)CC1SC(=Nc2ccccc2)NC1=O (stereo unspecified),0.2,10.9,0.3,4.5
COc1ccc(C2=NN(CCN(C)C)C(=O)c3cc4ccccc4n3C2)cc1,-0.1,-6.9,-1.0,-1.4
COc1ccc(N2CCN(S(=O)(=O)c3ccc(-n4cnnn4)c(C)c3)CC2)cc1,0.1,3.1,0.8,9.8
OCCC1CN(Cc2ccc(F)cc2)CCN1Cc1ccc(F)cc1 (stereo unspecified),0.0,1.1,-0.3,-0.3

# Compound profiles, as listed above. Values in the order: FBW7 act	MITF primary	GPR151 activ	TEAD-YAP block
# Entry for CC(=O)c1c(C)[nH]c(C(=O)COC(=O)CNC(=O)c2sc3ccccc3c2Cl)c1C = -0.1	-4.2	-0.8	-2.7
# Entry for COc1ccc(C2=NN(C(=O)CSc3nnc(CNC(=O)c4cccs4)n3-c3cccc(C)c3C)C(c3ccc(C)cc3)C2)cc1 (stereo unspecified) = 0.1	3.5	0.0	6.2
# Entry for O=C(ONC1=NCCCCC1)c1ccc([N+](=O)[O-])o1 = -0.1	-1.6	-1.9	27.1
# Entry for COc1nc(Nc2ccc(I)cc2C)nc(NC2CCCCC2)n1 = 0.1	-11.9	2.9	-0.3
# Entry for CC(C)CCNC(=O)c1cc([N+](=O)[O-])ccc1Cl = -0.1	5.9	-0.2	27.2

# More records
SMILES,FBW7 act,MITF primary,GPR151 activ,TEAD-YAP block
C=CCN1C(=O)S/C(=C\c2ccc(C)o2)C1=O,0.0,-21.7,0.2,0.1
CC(=O)N1CCN(c2ccc(NC(=O)c3ccccc3)cc2Cl)CC1,0.9,14.5,-0.4,-9.5
COc1ccc2c(c1)OC(C)CN(CCC(=O)NCc1nc3ccccc3c(=O)[nH]1)C2 (stereo unspecified),0.0,11.3,0.9,0.6
Cc1ccccc1C(=O)NCCc1csc2nc(-c3ccc(F)cc3)nn12,-0.2,-2.3,2.0,-5.3
O=c1[nH]c(-c2cc(Br)ccc2OCc2ccccc2F)nc2sc3c(c12)CCCC3,0.8,11.9,0.9,9.7
Cc1cccc(Cl)c1OCCOCCNCCO,0.0,72.5*,-0.2,0.2
O=C(O)CN1C(=O)C(c2ccccc2)Oc2cccnc21 (stereo unspecified),-0.1,6.2,3.0,-3.9
Cc1ccc(Cl)cc1N(Cc1ccc(C(=O)N2CCCC2)cc1)S(=O)(=O)c1ccccc1,0.2,17.4,-0.6,1.1

# Compound activity (PubChem)

# Compounds as they come. Share with any hit: about 3.4%.
